Source: PubChem BioAssay
PriA SSB inh: inhibitors of Klebsiella pneumoniae PriA binding to SSB C-terminal tail; AlphaScreen SSBct-PriA binding, biotinylated peptide; inhibition, % at 33 µM; 430,000 tested, 0.6% active; in the data active = inhibition mostly above about 37%, no sharp cut-off; inactive = mostly below about 20%;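 also: plate controls were negative control peptide for no effect and reference peptide for full effect; strong numbers were not always called active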
Y pestis TopoI: inhibitors of Yersinia pestis topoisomerase I. Y. pestis Topo-I cleavage product accumulation, plate reader. activity, % at 10 µM. 360,000 tested, 0.064% active; in the data active = activity above about 50%, passing the limit was not always enough; inconclusive = no clear call, values can overlap the other calls; also: inactives centre near 2
Anthrax LF prot: anthrax lethal factor protease inhibition; P15917; multiplex microsphere protease cleavage assay, LF; inhibition, % at 10 µM; 360,000 tested, 0.12% active; also: plate controls were buffer without enzyme for full effect and enzyme alone for no effect
PfHsp40 rescue: rescue of PfHsp40-mediated yeast toxicity; S. cerevisiae expressing PfHsp40, growth rescue, ATP luminescence; growth rescue, % at 12.5 µM; 340,000 tested, 0.68% active; in the data active = growth rescue above about 28%, passing the limit was not always enough; inconclusive = no clear call, values can overlap the other calls;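 also: yeast W303a lacking pdr1 and pdr3 grown in galactose medium; growth measured after three days at 30 °C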
BH1578 lux ind: induces V. cholerae light production without autoinducers; V. cholerae BH1578 lux reporter, luminescence, 6 h; activation, % at 18.7 µM; 350,000 tested, 0.16% active; in the data active = activation mostly above about 9.7%, no sharp cut-off; inconclusive = no clear call, values can overlap the other calls; inactive = mostly below about 3.7%; also: not every result past the cut was called active; inactives centre near 0; reference of the scale not given here
3CLpro inhibitor: SARS-CoV 3CLpro protease inhibition | P0C6X7 | recombinant SARS-CoV 3CLpro, quenched FRET peptide cleavage | inhibition, % at 6 µM | 290,000 tested, 0.14% active | AID 1706; in the data active = inhibition above about 12%
BoNT A protease: BoNT A light chain protease inhibition; multiplex microsphere protease substrate cleavage, flow cytometry; inhibition, % at 10 µM; 360,000 tested, 0.17% active; AID 588499; also: plate controls were buffer without enzyme for full effect and enzyme alone for no effect
TcdB inh: blocks C. difficile toxin B glycohydrolase activity | TcdB glycohydrolase enzymatic assay, plate reader | 350,000 tested, 0.24% active | inhibition, % at 9.99 µM | AID 652162 | P18177; in the data active = inhibition above about 10%
PrPC TRFRET: inhibitors of human cell surface prion protein PrPC. P04156. TR-FRET read-out. inhibition, % at 13.8 µM. 370,000 tested, 0.43% active; in the data active = inhibition above about 24%; also: 0% = median of the test wells and 100% = reference compound wells
Starred values were filed as active, the others as inactive; i = inactive; ? = inconclusive; nt = no result given; & = joins results of further samples. Rule as the data show it, unless noted: active = inhibition above about 30%; inconclusive = no clear call, values can overlap the other calls; inactive = below that. Some of the compounds tested, so the mix of outcomes need not match the whole.

SMILES	PriA SSB inh	Y pestis TopoI	Anthrax LF prot	PfHsp40 rescue	BH1578 lux ind	3CLpro inhibitor	BoNT A protease	TcdB inh	PrPC TRFRET
Cn1ccc2c([N+](=O)[O-])cccc2c1=O	-7	2	-1	-1.2	i	2	0.4	1.1	-24
CCS(=O)(=O)Nc1ccc2[nH]c(=O)[nH]c2c1	2	-5	0	1.4	-0.5	0	-1.6	0.6	0
COC(=O)[C@@H]1CCCN1Cc1nc(Cc2ccc(OC)c(OC)c2)no1	-9	7	1	-0.5	-0.3	7	-0.4	8.4	1
CN1C(=O)/C(=C/c2cccc(Cl)c2)Sc2ccc(C(=O)N3CCOCC3)cc21	-8	43	-3	0.6	i	-1	0.5	-0.3	-4
Cc1ccc(S(=O)(=O)N2CCOCC2)s1	17	2	-7	0.4	i	4	-0.4	-3.9	7
COc1ccc(N2CCN(c3ccc4nnc(CCC(=O)Nc5ccc(C)cc5)n4n3)CC2)cc1	5	32	-10	2.1	-0.2	-2	0.0	0.5	0
CCOC(=O)c1c(-c2ccccc2)csc1NC(=O)c1ccc(S(=O)(=O)N2CC(C)OC(C)C2)cc1 (stereo not drawn)	14&0	2	-1	2.1	1.7	-3	1.6	nt	-2
O=[N+]([O-])c1ccc(O)c(NC(=S)Nc2ccccc2)c1	6	-9	-4	-0.2	i	4	-1.4	nt	-7
CN(C)CCOc1cc(Cl)cc(Cl)c1	6	2	-1	-0.9	i	-1	-0.9	0.3	0
O=C(NCc1ccco1)c1ccc2c(c1)N(Cc1ccccc1)C(=O)CS2=O (stereo not drawn)	1	3	-1	0.4	i	1	-0.3	0.8	4
CCN(CC)c1ccc(NC(=O)OC)cc1	9	0	-9	-1.1	0.4	-3	5.0	-29	2
O=C(CCl)N1N=C(c2cccs2)CC1c1ccco1 (stereo not drawn)	-5	-2	-3	-0.4	-0.3	38*	0.9	0.6	-6
O=C(COc1ccc(F)cc1)c1c(O)cc(O)cc1O	-12	9	3	-0.3	-3.7	5	-1.0	1.6	11
O=C(COc1ccccc1)NCC(=O)Nc1ccc(S(=O)(=O)NCc2ccco2)cc1	19	4	-3	1.1	-0.7	4	-1.3	nt	-1
O=C(Nc1ccc2[nH]c(=O)[nH]c2c1)c1cc(F)c(F)cc1Cl	-6	-8	-3	-0.6	i	-2	0.9	-0.6	0
O=C(CCSCCc1ccccn1)Nc1ccc(Cc2ccncc2)cc1	-7	5	0	0.1	-0.4	1	-0.8	0.8	11
CN(C)CCNS(=O)(=O)c1ccc(Cl)cc1	-25	-1	-3	0.5	i	-6	-0.7	nt	0
COc1ccc(CNC(=O)c2cc3c(=O)n4ccccc4nc3n(Cc3cccnc3)c2=N)cc1	3	-2	4	0.2&0.0	4.0	-7	4.1	nt	-14
CCn1nc(C(=O)OCC(=O)NCCN2C(=O)CSC2=O)c2ccccc2c1=O	-3	0	-1	0.4	-0.3	-1	-0.9	nt	-14
CCn1c(NCCO)nc2c(c1=O)C(C)(CC)Cc1ccccc1-2 (stereo not drawn)	-1	12	-4	0.1	-0.3	1	0.3	2.7	4
COC(=O)c1ccc(C2C(C(=O)OCC(C)C)=C(C)N=C3SCCC(=O)N32)cc1 (stereo not drawn)	-12	-12	-3	0.2	i	4	0.0	nt	0
COc1ccc([C@H]2CC(=O)C=C(c3ccc(O)cc3)C2)cc1OC	20	0	6	0.8	1.6	nt	-0.1	6.8	-21
O=C(O)c1cccc(S(=O)(=O)N2CCc3ccccc3C2)c1	-2	-13	14	1.0	i	-2	-6.6	-0.1	7
COc1ccccc1CNC(=O)CCS(=O)(=O)c1cccc2nonc12	-3	-14	0	-0.1	4.3	2	-0.6	nt	-39
CN(CC(=O)Nc1ccccc1C(F)(F)F)C(=O)CSc1nnnn1C	-6	5	-10	-2.3	i	6	-0.7	0.9	9
CCN(CC)Cc1nc2c(c(=O)[nH]1)C1(CCCCC1)Cc1ccccc1-2	6	4	-2	6.6	-0.3	1	0.0	0.7	-6
Oc1ccc2ccccc2c1C=Nc1ccccc1-c1nc2ccccc2[nH]1	-9	-6	-1	0.4	i	3	0.3	nt	-6
CN(CC(=O)Nc1cccc(F)c1)CC(=O)Nc1ccc(Cl)cc1[N+](=O)[O-]	-10	3	-4	-0.5	0.3	-1	-0.6	0.9	-2
N/C(Cc1cccc2ccccc12)=N\OC(=O)Cc1cccs1	nt	12	1	-0.2	-0.2	6	2.2	nt	-9
COc1ccc(OCC(=O)Nc2cccc(S(=O)(=O)N(C)c3ccccc3)c2)c([N+](=O)[O-])c1	-11	-3	-4	0.2	-5.7	nt	0.0	-0.7	-5
Cc1ccccc1Nc1cccc2nonc12	-267	-3	4	-2.1	i	-4	8.3	-1.0	4
COc1ccc(CCCNC(=O)C2Cc3c(-c4cccc(NC(C)=O)c4)ccnc3O2)cc1 (stereo not drawn)	nt	18	-4	nt	-0.3	nt	-0.4	-6.2	23
COc1ccccc1CNC(=O)C1CCC(CNC(=O)[C@@H]2Cc3ccccc3CN2)CC1 (stereo partly drawn)	5	10	3	-1.3	-0.1	7	-0.1	1.5	-4
CCN(C(=O)c1cc2cc(OC)ccc2oc1=O)c1cccc(C)c1	-8	1	-3	-0.3	-0.2	3	-1.0	nt	-8
CCC(C)N(C(=O)Cn1nc(C)c([N+](=O)[O-])c1C)C1CCS(=O)(=O)C1 (stereo not drawn)	-1	-5	-3	0.7	i	nt	0.1	1.2	-1
CC(NC(=O)Nc1cccc(Cl)c1)C(c1cccs1)N1CCCC1 (stereo not drawn)	-3	-8	-3	0.4	-0.3	-1	-0.7	1.2	-1
O=C(NCCN1CCOCC1)c1ccc2c(c1)N(Cc1ccccc1F)C(=O)c1ccccc1S2	1	17	-13	-1.8	i	2	-1.0	2.1	0
CCOc1ncccc1C(=O)OCC(=O)NCCc1ccc(OC)cc1	-12	5	-1	-0.2	i	3	0.0	nt	1
CCOC(=O)c1ccccc1NC(=O)COC(=O)CCC(=O)c1ccc(C)cc1	-18	34	-6	0.7	-1.4	nt	0.2	0.8	1
C=CCN(C(=O)CNC(=O)c1ccco1)C(C(=O)NC1CCCCC1)c1cccnc1 (stereo not drawn)	-3	-4	2	-0.3	-0.2	4	-0.1	1.2	-2
O=C(NCC(c1ccc(F)cc1)N1CCOCC1)c1cccc(Br)c1 (stereo not drawn)	42*	2	-2	1.2	-1.0	-3	1.1	0.9	1
Cc1ccc(OC2CCN(C(=O)[C@H]3O[C@@H](n4ccc(=O)[nH]c4=O)[C@H](O)[C@@H]3O)CC2)cc1	nt	nt	-1	nt	nt	nt	-0.3	0.4	6
CC1CC(C)CN(C(=O)COC(=O)CCCN2C(=O)c3cccc4cccc(c34)C2=O)C1 (stereo not drawn)	4	42	1	-1.7	i	-2	2.1	0.1	-24
CC1CCN(C(=O)c2ccc(CSc3ccc(Cl)cc3)cc2)CC1	-7	37	-2	5.6	-0.3	1	-0.4	0.8	13
O=C(c1ccc(C(F)(F)F)cc1)N1CCN(c2ccc(N3CCOCC3)nn2)CC1	-9&-12	-3	-2	2.7	-4.2	nt	-2.4	0.5	-9

Fetched one by one from the list above (2):
SMILES	PriA SSB inh	Y pestis TopoI	Anthrax LF prot	PfHsp40 rescue	BH1578 lux ind	3CLpro inhibitor	BoNT A protease	TcdB inh	PrPC TRFRET
C=CCN(C(=O)CNC(=O)c1ccco1)C(C(=O)NC1CCCCC1)c1cccnc1 (stereo not drawn)	-3	-4	2	-0.3	-0.2	4	-0.1	1.2	-2
CCOC(=O)c1ccccc1NC(=O)COC(=O)CCC(=O)c1ccc(C)cc1	-18	34	-6	0.7	-1.4	nt	0.2	0.8	1

The list goes on:
SMILES	PriA SSB inh	Y pestis TopoI	Anthrax LF prot	PfHsp40 rescue	BH1578 lux ind	3CLpro inhibitor	BoNT A protease	TcdB inh	PrPC TRFRET
O=C(c1cccc(-c2nnc(-c3ccccc3)o2)c1)N1CCCCC1	-11	24	4	0.4	-1.1	3	-0.8	nt	6
COc1ccc(/C=C(\C#N)C(=O)OCC(=O)Nc2ccc(-c3nc4ccc(C)cc4s3)cc2)cc1	-12	5	-4	0.1	-1.3	3	0.6	-0.4	2
Cc1ccc(S(=O)(=O)N(C)C)cc1NC(=O)COC(=O)/C(=C/c1ccc(F)cc1)c1cccs1	-6	-4	-1	-1.2	-3.7	7	-3.8	nt	0
Cc1cccc(N2CCN(C(=O)CNC(=O)Cc3ccccc3)CC2)c1C	3	16	?	-1.1	i	nt	-0.3	0.7	9
CC(Sc1ccccc1F)C(=O)Nc1ccc2c(c1)OCCO2 (stereo not drawn)	-4	5	-1	1.1	i	nt	-2.3	-0.1	-2
COCCC(=O)N1CCc2c([nH]c3ccccc23)C1C(C)(C)C (stereo not drawn)	4	-1	-2	-0.5	i	1	-1.8	3.9	-4
COC(=O)c1cc(OC)c(OC)cc1NC(=O)c1ccc(C)o1	0	8	1	-0.9	i	1	0.1	0.3	nt
CCCC(=O)N1CCC1(C)C(=O)NS(=O)(=O)c1ccc(C#N)cc1 (stereo not drawn)	nt	4	-8	nt	-0.2	nt	-0.1	0.5	2
COc1ccc(C2=NN(C(=O)CSc3nnc(C)c(=O)n3N)C(c3ccco3)C2)cc1 (stereo not drawn)	-11	17	4	-0.3	1.7	4	0.0	1.5	3
COc1ccc(C(=O)NNC(=O)c2ccncc2)cc1	-4	-2	3	-1.7	i	3	0.8	nt	-10
COc1ccc(C(=O)NCc2nnc(SCC(=O)N3CCc4ccccc43)n2CCc2ccccc2)cc1	-25	26	0	0.8	-1.0	7	0.3	0.3	0
Cc1cc(C)c(C)c(S(=O)(=O)N2CCN(C(=O)CCc3nc4ccccc4c(=O)[nH]3)CC2)c1C	-7	21	1	0.8	-0.3	5	-3.5	0.1	-2
COc1ccc(N2CCN(C(C)C(=O)N(C)Cc3ccccc3)CC2)cc1 (stereo not drawn)	8	9	9	-0.6	i	1	-11	-0.9	-7
CN(CCNC(=O)c1ccc(CS(=O)(=O)c2c(Cl)cccc2Cl)o1)CCc1ccccc1	2	-2	-4	0.9	i	-1	-2.2	0.4	-7
COc1cccc(C(=O)NCCS(=O)(=O)N2CCc3ccccc3C2)c1	-13	2	-3	-0.2	-1.4	nt	-0.1	0.3	-4
Cc1csc2nc(CNC(=O)C3CC=CCC3C(=O)O)cn12 (stereo not drawn)	4	-2	0	-0.3	i	-4	-0.3	-11	9
CCCNC(=O)c1cccc(Br)c1	-6	11	0	-0.4	1.0	0	-1.5	0.8	-7
CCOc1ccc(/C=N/Nc2cc(=O)n(C)c(=O)n2C)cc1	nt	-3	-1	0.7	i	-4	0.1	-1.3	-8

Among those listed so far, nine contain a Cl atom:
SMILES	PriA SSB inh	Y pestis TopoI	Anthrax LF prot	PfHsp40 rescue	BH1578 lux ind	3CLpro inhibitor	BoNT A protease	TcdB inh	PrPC TRFRET
CN1C(=O)/C(=C/c2cccc(Cl)c2)Sc2ccc(C(=O)N3CCOCC3)cc21	-8	43	-3	0.6	i	-1	0.5	-0.3	-4
CN(C)CCOc1cc(Cl)cc(Cl)c1	6	2	-1	-0.9	i	-1	-0.9	0.3	0
O=C(CCl)N1N=C(c2cccs2)CC1c1ccco1 (stereo not drawn)	-5	-2	-3	-0.4	-0.3	38*	0.9	0.6	-6
O=C(Nc1ccc2[nH]c(=O)[nH]c2c1)c1cc(F)c(F)cc1Cl	-6	-8	-3	-0.6	i	-2	0.9	-0.6	0
CN(C)CCNS(=O)(=O)c1ccc(Cl)cc1	-25	-1	-3	0.5	i	-6	-0.7	nt	0
CN(CC(=O)Nc1cccc(F)c1)CC(=O)Nc1ccc(Cl)cc1[N+](=O)[O-]	-10	3	-4	-0.5	0.3	-1	-0.6	0.9	-2
CC(NC(=O)Nc1cccc(Cl)c1)C(c1cccs1)N1CCCC1 (stereo not drawn)	-3	-8	-3	0.4	-0.3	-1	-0.7	1.2	-1
CC1CCN(C(=O)c2ccc(CSc3ccc(Cl)cc3)cc2)CC1	-7	37	-2	5.6	-0.3	1	-0.4	0.8	13
CN(CCNC(=O)c1ccc(CS(=O)(=O)c2c(Cl)cccc2Cl)o1)CCc1ccccc1	2	-2	-4	0.9	i	-1	-2.2	0.4	-7
